Screens deposited in PubChem by SRMLSC.
E coli WT inh = blocks growth of wild type E. coli BW25113; E. coli BW25113 growth inhibition, OD600; inhibition, % at 10 µM; actives 0.05% (n = 20,000); in the data active = inhibition above about 40%;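 note: bacteria exposed to compound for 20 hours at 37 °C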
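Material: bacterial strain in a whole-cell growth screen; Amount: inoculum from a 1:1000 dilution of a 1.5 h subculture; Buffer or medium: LB plus kanamycin 50 µg/mL; Dosing: one dose, 10 µM final; Times: compound exposure of 20 h at 37 °C; Measured by: absorbance at 615 nm as a measure of bacterial growth.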
Starred values were filed as active, the others as inactive. A portion of the library. The share of hits here may be higher or lower than overall.

SMILES	E coli WT inh
Cc1cc(C(=O)NCCCn2ccnc2)cs1	-17.0
Cc1cc(C)c(NC(=O)CSc2nc3c(c(=O)n2C)SC(C)C3)c(C)c1 (stereo not drawn)	11.3
O=C(COc1ccccc1)N(Cc1ccco1)c1ccc(O)cc1	6.8
CSc1cccc(NS(=O)(=O)c2ccc(F)cc2)c1	-13.1
Cc1ccc(S(=O)(=O)CC(=O)N2CCCCCC2)cc1	7.0
O=C(Nc1ccncc1)C1c2ccccc2Oc2ccccc21	-1.2
Cc1c2c(nc3nc4ccccc4n13)CC(C)(C)CC2=O	-1.6
CCOc1ccc(NS(=O)(=O)N(C)C)cc1	-16.0
COCCNC(=O)CCc1nc(-c2ccccc2)no1	-6.0
O=C1CCCN1c1ccc(S(=O)(=O)Nc2ccc3c(c2)OCCO3)cc1	1.0
O=C(Oc1ccc(N2C(=O)CCC2=O)cc1)c1ccco1	3.0
Cc1ccc(-c2nnc(SCC(=O)N3c4ccccc4NC(=O)C3(C)C)n2N)cc1	-2.2
C#CCN1C(=O)C(O)(CC(=O)c2cc(OC)ccc2OC)c2ccccc21 (stereo not drawn)	-6.4
Cc1cc(NC(=O)CS(=O)(=O)c2cn(Cc3ccccc3Cl)c3ccccc23)no1	-1.6
CC(=O)NCCc1ccc(S(=O)(=O)NCc2ccc3c(c2)OCO3)cc1	2.9
Cc1cc(C(F)F)n2ncc(C(=O)NC3CCCCCC3)c2n1	0.0
CN1CCN(S(=O)(=O)c2ccc(NC(=O)Nc3cccc(Cl)c3)cc2)CC1	-3.0
CC(=O)C1=C(C)NC(C)=C(C(C)=O)C1c1cccs1	-0.8
Cc1ccc(C(=O)N2c3ccc(F)cc3CCC2C)o1 (stereo not drawn)	-4.4
CCOC(=O)C1=C(CC)Nc2ccccc2N=C1NC(=O)Nc1ccccc1OC	4.2
O=C(Oc1ccc(Br)cc1)C1CC(=O)N(c2ccc(F)cc2)C1 (stereo not drawn)	6.4
C=CCn1c(SCC(=O)c2ccc(OC)cc2)nnc1C(C)NC(=O)c1cccs1 (stereo not drawn)	-9.1
CN1CCN(S(=O)C23CC4CC(CC(C4)C2)C3)CC1 (stereo not drawn)	-10.1
CC1CCN(C(=S)c2ccccc2O)CC1	0.3
CCCn1nc(CC(=O)O)c2ccccc2c1=O	1.0
CCCCCc1c(O)nc(SCC(=O)NCC2CCCO2)[nH]c1=O (stereo not drawn)	6.5
Brc1cccc(-c2cnc3n2CCCCC3)c1	-2.4
COc1ccc(S(=O)(=O)N2CCN(c3ccccn3)CC2)cc1OC	-20.6
COCCCNC(=O)c1ccc2c(c1)OCO2	-2.6
CSc1nnc(-c2cccs2)n1-c1ccccc1	-5.0
COc1ccc(CC(NC(C)=O)C(=O)N2CCN(C(=O)N(C(C)C)C(C)C)CC2)cc1 (stereo not drawn)	5.4
CCOc1ccc(C)cc1S(=O)(=O)n1ccc(C)n1	6.2
COc1ccc(OC)c(NC(=O)C23CCC(C)(C(=O)O2)C3(C)C)c1 (stereo not drawn)	-11.9
COc1ccc(S(=O)(=O)NCc2ccc(C(=O)O)cc2)cc1	-2.0
CC(NS(=O)(=O)c1ccccc1)C(N)=O (stereo not drawn)	-5.3
O=C(CN1C(=O)c2ccccc2S1(=O)=O)NCc1ccccn1	0.4
NC(=O)C1(c2ccccc2)CCOCC1	13.0
C(=N\n1cnnc1)/c1cccc(OCCOc2ccccc2)c1	-1.4
Cc1cc(OCC(=O)Nn2cnnc2)c(C)cc1Br	-10.5
CCCc1nnc(NC(=O)CCN2C(=O)c3ccccc3C2=O)s1	-6.9

Next part, starting with the last four of the part before.
SMILES	E coli WT inh
NC(=O)C1(c2ccccc2)CCOCC1	13.0
C(=N\n1cnnc1)/c1cccc(OCCOc2ccccc2)c1	-1.4
Cc1cc(OCC(=O)Nn2cnnc2)c(C)cc1Br	-10.5
CCCc1nnc(NC(=O)CCN2C(=O)c3ccccc3C2=O)s1	-6.9
CC(C)OC(=O)c1cccc(C(=O)O)n1	6.8
O=C(O)c1ccccc1C(=O)Nc1ccccn1	-12.3
Cc1ccccc1CN1CCNC1=O	-3.4
Cn1c(=O)[nH]c(=O)c2c1nc(Br)n2Cc1ccccc1F	-4.9
O=C1c2oc3ccccc3c(=O)c2C(c2cccnc2)N1Cc1ccco1 (stereo not drawn)	1.7
CCCC(=O)Nc1cccc(NC(=O)CN2CCN(c3ccccc3OC)CC2)c1	0.8
CCOc1ccc(-c2csc(NC(=O)C3CCCO3)n2)cc1 (stereo not drawn)	-20.2
O=C(NCC(c1cccnc1)N1CCOCC1)c1ccco1 (stereo not drawn)	-0.7
O=C(Cn1cnc2c(nnn2-c2ccc(F)cc2)c1=O)N1CCCc2ccccc21	-1.0
c1ccc(OCc2nc3ccccc3s2)cc1	-17.3
O=C(NCc1ccc2c(c1)OCO2)c1cc(-c2ccccc2)on1	-17.0
CC(C)(C)NC(=O)C1CCN(C(=O)c2ccc(Br)cc2)CC1	-14.6
COc1ccc2c(c1OC)C(=O)N(c1cccc(C)c1)C2	-16.1
CC(=O)Nc1ccc(OCC(O)CN2CCN(c3ccc(C)c(Cl)c3)CC2)cc1 (stereo not drawn)	-18.3
CNC(=O)CC(C(=O)O)c1ccc(OCC(C)C)cc1 (stereo not drawn)	3.5
Cc1ccc(O)c(-c2cc(-c3ccccc3C)[nH]n2)c1	-12.0
Cc1ccc(-c2noc(CN(C(=O)CCN3C(=O)c4ccccc4C3=O)C(C)C)n2)cc1	2.1
CNC(=O)c1ccc2nc(NC(C)=O)sc2c1	-4.3
Cc1cn2c(-c3cccnc3)nnc2s1	-11.5
CCOc1ccc(OCc2cccc(C(=O)N3CCCC3)c2)cc1	1.8
COc1ccc(S(=O)(=O)N(C)CC(=O)N2CCCCC2)cc1Cl	-2.5
COc1ccc(OC)c(S(=O)(=O)Nc2ccc(O)c(Sc3ncn[nH]3)c2)c1	-15.8
Cc1ccc(SCc2[nH]nc3c2C2(CCSCC2)C(C#N)=C(N)O3)cc1	-18.9
O=C(c1ccccc1)N1CCCC(C(=O)N2CCCCCC2)C1 (stereo not drawn)	-10.2
COCCn1c(C)cc(C(=O)COC(=O)c2n[nH]c3ccccc23)c1C	4.6
COc1ccc(C2=NO[C@@H]3C(=O)N(c4cccc(C)c4C)C(=O)[C@H]23)cc1OC	5.3
CC(C)Cn1c(N)c(C(=O)NCCN2CCOCC2)c2nc3ccccc3nc21	7.0
Cc1cc(C(F)(F)F)nc(NCc2cccnc2)n1	2.5
O=C1C2C3C=CC(C3)C2C(=O)N1c1n[nH]c(-c2cccnc2)n1 (stereo not drawn)	-24.3
COc1ccc(/C(O)=C2\C(=O)C(=O)N(c3cc(C)on3)C2c2ccccc2OC)cc1 (stereo not drawn)	-2.3
CCCCN(CCCC)CCCNC(=O)CC1Oc2ccc(C)cc2NC1=O (stereo not drawn)	-0.8
CCOC(=O)c1sc2ncn(/N=C/N(C)C)c(=O)c2c1C	-1.7
Cc1c(Cl)cccc1N1C(=O)c2ccccc2C1=O	7.5
O=S(=O)(Nc1ncccn1)c1ccc(Nc2ncnc3ccccc23)cc1	-3.4
CC(C)Oc1ccc(C(=O)NCc2ccco2)cc1	2.4
COc1ccc(CC(=O)Nc2c3c(nn2-c2cccc(Cl)c2)CS(=O)C3)cc1 (stereo not drawn)	13.4
CC(C(=O)Oc1ccc2c(c1)OCO2)N1C(=O)c2ccccc2C1=O (stereo not drawn)	19.3
Cn1c(C(=O)NCCN2CCN(c3ccccc3F)CC2)cc2c(=O)n(C)c3ccccc3c21	-4.7
O=C(NCc1ccco1)c1cc2c(s1)CSC2	-2.6
CC(=O)Nc1ccc(NC2=CC(=O)CC(C)(C)C2)cc1	-0.1
O=C(CCN1C(=O)c2ccccc2C1=O)Nc1ccc(S(=O)(=O)N2CCOCC2)cc1	-20.2
CN(CCc1ccccn1)C(=O)CCNC(=O)Cn1cnc2ccccc2c1=O	-0.9
CCn1nc(NC(=O)c2cccnc2)c2cc3ccccc3nc21	-3.3
CCCCOc1cccc(NC(=O)CSc2nccn2C)c1	-3.5
CC1(C)C(c2ccccc2)=NC(c2ccccc2)N1O (stereo not drawn)	-2.3
Cc1cccc2cc(C(c3nnnn3C(C)(C)C)N3CCN(C(=O)c4ccco4)CC3)c(=O)[nH]c12 (stereo not drawn)	-3.8
CCC(Sc1nc(-c2ccccc2)c(C#N)c(=O)[nH]1)C(=O)Nc1cc(C)on1 (stereo not drawn)	-0.7
CC(C)COC(=O)NCC12C=CC(O1)C1C(=O)N(c3ccc(Cl)cc3)C(=O)C12 (stereo not drawn)	-4.5
CCOc1ccccc1OCc1nn2c(COc3ccccc3)nnc2s1	-12.2
Cc1cc(-c2[nH]nc3c2C(c2ccsc2)C(C#N)=C(N)O3)c(C)s1 (stereo not drawn)	-19.6
COc1ccc(C(=O)Oc2cccnc2)cc1OC	-12.5
CCc1nnc(NC(=O)c2cnccn2)s1	-19.3
COc1cc(S(=O)(=O)NC2CCCCC2)ccc1Cl	-4.9
CC(=O)Nc1nc(CCC(C)C)cc2c1c(=O)oc1ccccc12	-16.3
CC(=O)NC(Cc1c[nH]c2ccccc12)C(=O)OCC(=O)Nc1cc(C)on1 (stereo not drawn)	4.2
CCn1c(COc2cccc3ccccc23)nnc1SCC(N)=O	-8.8
Clc1ccc(Cl)c(-c2ccc(/C=N/c3ncn[nH]3)o2)c1	-3.6
CC(=O)N1CCN(c2ccc(NCc3cccs3)cc2)CC1	1.7
Cc1cccc(N2C(=O)CC(N3CCN(Cc4ccc(Cl)cc4)CC3)C2=O)c1 (stereo not drawn)	13.7
COc1ccccc1-n1c(SCC(=O)NC(C)(C)C)nc(O)cc1=O	-17.6

Next part
SMILES	E coli WT inh
C=CCn1c(SCC2=C(C(=O)OCC)C(C)NC(=O)N2)nnc1C1CCCCC1 (stereo not drawn)	5.6
CC1=C(C)C(=O)C(CCCCC#CCCCC#CCO)=C(C)C1=O	2.5
O=C(Nc1nnc(CCN2CCCCC2)s1)C1CCCCC1	-3.3
CCOC(=O)N(C)c1ccc(C(O)(C(F)(F)F)C(F)(F)F)cc1	-3.4
O=c1c2cc3ccccc3n2cnn1Cc1ccccc1F	-0.6
COC(=O)c1cccc(S(=O)(=O)N2CCN(c3nc4ccccc4s3)CC2)c1	-2.0
CC(C)(C)c1ccc(-c2nnc3sc(-c4ccncc4)nn23)cc1	-21.5
O=C(Nc1ccccc1C(F)(F)F)c1cc(S(=O)(=O)N2CCOCC2)ccc1F	-0.7
CC(=O)OCC(=O)[C@H]1CC[C@H]2[C@@H]3CCC4=CC(=O)CC[C@]4(C)[C@H]3CC[C@]12C	-0.4
COc1ccc(-c2noc(CN(C(=O)c3ccc(OC(C)=O)cc3)C(C)C)n2)cc1OC	-11.1
COc1cccc(OC)c1C(=O)N1CCOCC1	-1.8
C=CCNC(=O)C1CC(=O)N(c2ccc(OCC(=O)NCc3ccccc3)cc2)C1 (stereo not drawn)	-24.3
Cn1c(=O)n(C)c2cc(S(=O)(=O)N3CCOCC3)ccc21	-7.4
c1ccc(Cn2c(Nn3cnnc3)nc3ccccc32)cc1	-25.1
N#CC(C(=O)OC1CCCCC1)c1nc2ccccc2nc1N1CCOCC1 (stereo not drawn)	-4.4
CC1CC(C)CN(c2nc3c(c(=O)[nH]c(=O)n3C)n2CCCSc2nc3ccccc3s2)C1 (stereo not drawn)	-2.0
O=C(Nc1ccccc1)c1cccc(N2CCCC2=O)c1	11.0
O=C(C1CCC(C(=O)N2CCCCC2)CC1)N1CCCCC1 (stereo not drawn)	-13.0
CCOc1cc2c3c(c1)C1(OCCO1)C(=O)N3C(C)(C)CC2C (stereo not drawn)	-17.5
CCOc1ccc(NC2=NC(C(=O)NCc3ccccc3)CC(=O)N2)cc1 (stereo not drawn)	-16.8

Filtered by structure, the entries above containing an NH in an aromatic ring (13)
SMILES	E coli WT inh
CCCCCc1c(O)nc(SCC(=O)NCC2CCCO2)[nH]c1=O (stereo not drawn)	6.5
Cn1c(=O)[nH]c(=O)c2c1nc(Br)n2Cc1ccccc1F	-4.9
Cc1ccc(O)c(-c2cc(-c3ccccc3C)[nH]n2)c1	-12.0
COc1ccc(OC)c(S(=O)(=O)Nc2ccc(O)c(Sc3ncn[nH]3)c2)c1	-15.8
Cc1ccc(SCc2[nH]nc3c2C2(CCSCC2)C(C#N)=C(N)O3)cc1	-18.9
COCCn1c(C)cc(C(=O)COC(=O)c2n[nH]c3ccccc23)c1C	4.6
O=C1C2C3C=CC(C3)C2C(=O)N1c1n[nH]c(-c2cccnc2)n1 (stereo not drawn)	-24.3
Cc1cccc2cc(C(c3nnnn3C(C)(C)C)N3CCN(C(=O)c4ccco4)CC3)c(=O)[nH]c12 (stereo not drawn)	-3.8
CCC(Sc1nc(-c2ccccc2)c(C#N)c(=O)[nH]1)C(=O)Nc1cc(C)on1 (stereo not drawn)	-0.7
Cc1cc(-c2[nH]nc3c2C(c2ccsc2)C(C#N)=C(N)O3)c(C)s1 (stereo not drawn)	-19.6
CC(=O)NC(Cc1c[nH]c2ccccc12)C(=O)OCC(=O)Nc1cc(C)on1 (stereo not drawn)	4.2
Clc1ccc(Cl)c(-c2ccc(/C=N/c3ncn[nH]3)o2)c1	-3.6
CC1CC(C)CN(c2nc3c(c(=O)[nH]c(=O)n3C)n2CCCSc2nc3ccccc3s2)C1 (stereo not drawn)	-2.0

Following part.
SMILES	E coli WT inh
Nc1nnc(SCc2ccc(F)cc2Cl)s1	-16.1
COc1cc(C2NC(=O)NC(C)=C2C(=O)OCC2CCCO2)ccc1O (stereo not drawn)	-5.2
Cc1ccc(C(CC(=O)N2CCOCC2)c2ccco2)cc1 (stereo not drawn)	-16.1
COc1ccc(-c2nnc(SCC(=O)c3ccc(C)o3)o2)cc1	-20.3
Cc1ccc(SC(C)C(=O)N2CCCC2)cc1 (stereo not drawn)	4.3
O=C(CCCSc1nc2ccccc2s1)NC1=NCCS1	15.9
O=C(c1ccc(NS(=O)(=O)c2cccc3cccnc23)cc1)N1CCOCC1	1.0
CS(=O)(=O)N(CC(=O)Nc1ccc2c(c1)OCCO2)c1ccc2c(c1)OCO2	-18.0
O=S(=O)(Nc1ccc(N2CCOCC2)cc1)c1cccs1	4.7
